NLRP3 yeast inh = inhibitors of NALP3 inflammasome in yeast. hit rate 0.39% among 330,000. inhibition, % at 10 µM. Yeast reconstituted NLRP3/ASC/caspase-1, beta-gal luminescence, 24 h;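 active = inhibition of 50% or more; inactive = inhibition below 50%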;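 note: plate controls were induced DMSO wells for no effect and uninduced yeast grown without galactose for full effect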
tim10-1 inh = tim10-1 yeast growth inhibition; AID 463190; inhibition, % at 20 µM; hit rate 2.2% among 330,000; S. cerevisiae tim10-1 ts strain growth, BacTiter-Glo, 24 h;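 active = inhibition of at least 40%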;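 note: mutant grown at 25 °C; 0% = DMSO wells with yeast and 100% = wells holding no yeast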
CHOP UPR activ = apoptotic UPR (CHOP) activation; CHO-CHOP luciferase reporter, luminescence; percent of tunicamycin response over DMSO baseline; hit rate 0.34% among 330,000; activation, % at 10 µM;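 active = at 10 µM dose, activation of 40% or more, normalized to positive control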;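 note: 100% = tunicamycin at 10 µg/mL and 0% = DMSO alone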
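System: CHO-CHOP luciferase reporter cell line | Buffer or medium: F12 medium containing 10% fetal bovine serum | Doses: One dose, 10 µM in 0.5% DMSO | Times: 6 h compound exposure at 37 °C after overnight seeding | Signal: Luciferase luminescence | Read-out: % activation vs tunicamycin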
UPR XBP1 act = activators of adaptive arm of unfolded protein response (XBP1); AID 463104; CHO-XBP1 luciferase reporter, IRE1-XBP1 UPR activation, luminescence; percent of tunicamycin response, DMSO as zero; activation, % at 20 µM; hit rate 0.33% among 330,000;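 active = versus positive control, 20 µM dose yields 30% or more activation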;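 note: 100% = tunicamycin at 10 µg/mL and 0% = DMSO only wells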
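Material: CHO-XBP1 cells stably carrying IRE1-XBP1-driven luciferase reporter / Amount: 1000 cells per well / Compound: 20 µM, 1% DMSO / Times: 6 h treatment, 37 °C / Detection: luciferase luminescence / Measure: % activation of reporter signal versus tunicamycin and DMSO controls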
APJ ag = activates the human apelin receptor APJ. P35414. CHO-K1 APJ PathHunter beta-arrestin, luminescence; 0% DMSO wells, 100% apelin. activation, % at 20 µM. hit rate 0.11% among 330,000;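 active = activation more than six SD over the plate average, tested at 20 µM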;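 note: 0% = DMSO alone and 100% = apelin-13 at 10 nM; some results filed as inactive read as strong as hits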
Target sequence (P35414 whole entry, looked up): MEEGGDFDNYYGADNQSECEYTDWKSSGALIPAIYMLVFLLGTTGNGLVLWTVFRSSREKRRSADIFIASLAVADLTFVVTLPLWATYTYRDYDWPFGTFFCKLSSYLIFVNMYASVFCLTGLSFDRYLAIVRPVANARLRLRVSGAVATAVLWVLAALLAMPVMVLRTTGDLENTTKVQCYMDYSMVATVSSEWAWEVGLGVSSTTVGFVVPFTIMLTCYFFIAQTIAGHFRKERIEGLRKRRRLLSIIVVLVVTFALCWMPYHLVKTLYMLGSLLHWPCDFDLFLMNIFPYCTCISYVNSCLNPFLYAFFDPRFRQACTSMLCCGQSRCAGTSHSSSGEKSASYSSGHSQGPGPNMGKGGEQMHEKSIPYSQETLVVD
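Material: CHO-K1 APJ beta-arrestin complementation cell line; Input: cell density 1000 per well; Incubation: compound stimulation 90 min at 25 °C, detection 60 min; Signal: luminescence from split beta-galactosidase complementation, Galacton Star/Emerald II substrate; Controls: DMSO-only wells as negative, 10 nM Apelin-13 as positive control.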
NR3A LBD binder = NR3A (human) ligand-binding domain modulation | Tm shift relative to glycine control, % at 25 µM | NR3A LBD differential scanning fluorimetry, Tm shift; 0% = protein alone, 100% = glycine-bound protein | hit rate 2.5% among 340,000;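 active = melting temperature shift of at least 10% of the positive control shift, at one fixed dose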
tim23-1 inh = tim23-1 yeast growth inhibition | inhibition, % at 20 µM | S. cerevisiae tim23-1 growth, BacTiter-Glo luminescence, 24 h | hit rate 1.3% among 330,000 | AID 463212;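 active = growth inhibition of the mutant yeast at or above 50%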;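 note: temperature-sensitive mutant grown at 25 °C; plate controls were DMSO-treated mutant yeast for no effect and medium wells lacking yeast for full effect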
TIM10 inh = growth inhibitors of TIM10 yeast strain; S. cerevisiae TIM10 strain growth, BacTiter-Glo luminescence, 24 h; inhibition, % at 10 µM; hit rate 1.4% among 330,000; AID 463195;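 active = inhibition of 40% or more at the single tested concentration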;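 note: wild-type TIM10 isogenic control strain grown at permissive 25 °C; 0% = DMSO yeast wells and 100% = minimal medium wells without yeast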
Mdm2-MdmX inh = disrupts the human Mdm2-MdmX interaction | inhibition, % at 8 µM | AID 485346 | O15151+Q00987 | SaOS-2 split-luciferase Mdm2/MdmX complementation, luminescence | hit rate 3% among 330,000;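 active = inhibition of at least 50% at 8 µM in the primary screen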
The depositor's hits bear a star.

Values in the order – NR3A LBD binder	tim10-1 inh	APJ ag	TIM10 inh	Mdm2-MdmX inh	UPR XBP1 act	tim23-1 inh	NLRP3 yeast inh	CHOP UPR activ
1) CCOC(=O)C1(C)NC(c2ccco2)C2C(=O)N(c3ccccc3)C(=O)C21 (stereo not given)
    -1	7	-3	0	5	-5	-9	15	-0.3
2) COc1cccc(N2C(=O)CC(NNC(=O)c3cccs3)C2=O)c1 (stereo not given)
    -1	9	0	14	-13	0	-5	9	1.9
3) CCOC(=O)c1sc(NC(=O)CCSC)nc1C
    0	33	-4	29	11	4	20	13	1.0
4) CCN(CC)S(=O)(=O)c1ccc(Cl)c(NC(=O)COc2ccc(OC)cc2)c1
    -3	-29	-2	-14	27	4	-6	20	1.3
5) Cc1ccc(/C(O)=C2\C(=O)C(=O)N(CC(C)O)C2c2ccc(N(C)C)cc2)cc1 (stereo not given)
    -1	-7	-2	-7	-9	4	3	-14	-1.5
6) Cc1ccc2c(c1)N(CC(=O)N1CCCCCC1)C(=O)c1cccnc1O2
    -1	-5	-3	8	-6	-2	9	14	-0.2
7) COc1ccc(CNc2c(C(=O)O)cnc3c2cnn3C)cc1
    -1	2	-4	5	10	-4	2	7	0.1
8) COc1ccc(NC(=O)CN(C)C(=O)C2CC(=O)N(c3ccc4c(c3)OCCO4)C2)cc1 (stereo not given)
    1	-29	6	-8	7	-1	-40	14	0.6
9) CC(=O)Nc1ccc(C(=O)OCC(=O)Nc2ccccc2Sc2ccccc2)cc1
    -11	16	1	30	-13	0	33	14	-1.9
10) Cc1ccc(S(=O)(=O)CC(=O)Nc2c(C)n(C)n(-c3ccccc3)c2=O)cc1
    1	-3	-3	-4	8	-3	10	13	1.9
11) CCOC(=O)/C(C#N)=C1\CCCN1CC(N)=S
    0	10	-1	2	-10	1	8	-2	-1.5
12) CCOC(=O)c1sc2nc(C)[nH]c(=S)c2c1C
    0	13	-3	3	-6	0	6	32	3.2
13) CCn1c(Cc2c(C)[nH]c3ccccc23)nnc1SCC(=O)NCc1ccccc1
    1	8	7	4	-22	0	-1	3	-1.0
14) CC/C(=N\NC(=O)CSCc1ccccc1Br)c1ccc2c(c1)OCCO2
    0	0	4	7	15	2	4	21	1.2
15) O=C(Cn1cc([N+](=O)[O-])cn1)NCc1cc2ccccc2[nH]1
    -4	-2	2	-3	6	-1	9	-5	0.5
16) CC1CCCC(NC(=O)CN2C(=O)NC(Cc3c[nH]c4ccccc34)C2=O)C1C (stereo not given)
    1	-13	0	2	-32	-2	-6	-2	-1.7
17) COc1cc(/C=C/c2cc[n+](C)cc2)ccc1OCC(=O)Nc1ccccc1
    -1	7	-1	-6	13	2	-4	31	2.5
18) O=C(O)C1(S(=O)(=O)CCC(F)=C(F)F)CC1
    0	0	0	-4	18	-2	-4	11	0.0
19) Cc1noc2ncnc(Oc3ccc(Cl)cc3Cl)c12
    -1	-2	-1	-8	-22	1	20	6	-0.7
20) Fc1ccc(-n2nnc(-c3cccnc3)n2)cc1
    0	25	-1	20	-40	3	16	0	8.1
21) COc1ccc2nc(NC(=O)CSc3nnc(N)s3)sc2c1
    2	12	0	-20	21	2	-21	5	3.7
22) CCOc1ccccc1C(=O)Nc1nnc(CC)s1
    -3	23	-3	5	-25	7	11	27	2.6
23) COc1cccc2c1C(=O)CC1C2CCC2CC(=O)CCC21C (stereo not given)
    -4	0	-5	8	5	-2	30	24	1.0
24) COc1ccc(C(=O)Nc2ccc(NC(=O)CSc3nnc(-c4ccncc4)n3C)cc2)cc1
    -14	2	-2	-17	29	-2	-4	14	-0.4
25) Cc1ccc(CN2C3CCCC2CC(NC(=O)c2ccc(C)cc2)C3)cc1 (stereo not given)
    -3	-4	-3	-2	34	1	6	-1	-1.6
26) Cc1ccccc1Nc1nc(N)nc(CSc2nc3ccccc3c(=O)n2C)n1
    -3	-8	3	3	32	-4	4	4	7.7
27) OC1CCN(C(=S)Nc2ccc(Nc3ccccc3)cc2)CC1
    -4	-1	-1	5	22	-2	2	15	2.1
28) Cn1c(CCNC(=O)c2cccs2)nnc1SCC(=O)N1CCN(c2ccccc2)CC1
    0	0	-2	7	-13	-1	3	11	2.6
29) COc1ccccc1CNC(=O)COC(=O)c1cc(C)oc1C
    0	-1	-4	3	-14	0	4	29	-1.9
30) O=[N+]([O-])c1ccccc1/C=N/n1c(-c2ccccc2)n[nH]c1=S
    3	14	0	5	5	-4	28	13	0.0
31) C/C(=N\NC(=S)NC1CCCCC1)c1ccccc1
    1	23	-3	-6	11	-3	30	4	0.8
32) O=S(=O)(NC1=NCCCCC1)c1ccc2ccccc2c1
    -2	11	-1	7	13	0	14	-1	2.2
33) O=C(NCCCN1CCOCC1)c1onc(CSc2ccccc2)c1C(=O)NCCCN1CCOCC1
    -1	4	13	18	-11	3	16	-12	-1.8
34) Cc1ccccc1-n1c(C)cc(/C=C2/C(=N)N3C(c4ccccc4)=CSC3=NC2=O)c1C
    -2	11	-1	13	-12	1	8	9	3.5
35) O=C1C=C(c2ccccc2)C(=O)N1Nc1ccccc1
    -1	-5	11	40	22	-10	24	41	-8.6
36) Cc1onc(-c2ccccc2)c1C(=O)N/N=C/c1cc2c(cc1Br)OCO2
    -7	-12	0	-1	17	-1	-4	-14	0.9
37) O=C(c1ccco1)N1C2C=CC(C2)C1(C(F)(F)F)C(F)(F)F (stereo not given)
    2	19	3	18	18	4	12	8	0.2
38) COc1cc(NC(=S)Nc2ccc(Br)cc2Cl)c(OC)cc1Cl
    -2	39	-3	36	-38	0	21	18	0.2
39) CCN(C(=O)c1ccco1)c1nnc(-c2cccnc2)s1
    0	-19	0	15	-17	8	6	14	3.6
40) CCOc1ccccc1N(C)S(=O)(=O)c1ccc2c(c1)N(C(C)=O)CCO2
    1	14	0	7	-16	-3	18	14	1.0

Three compounds from above with just NLRP3 yeast inh.
item | smiles | NLRP3 yeast inh
12 | CCOC(=O)c1sc2nc(C)[nH]c(=S)c2c1C | 32
13 | CCn1c(Cc2c(C)[nH]c3ccccc23)nnc1SCC(=O)NCc1ccccc1 | 3
14 | CC/C(=N\NC(=O)CSCc1ccccc1Br)c1ccc2c(c1)OCCO2 | 21

Fetched one by one from the entries so far, 2 records:
Values in the order – NR3A LBD binder	tim10-1 inh	APJ ag	TIM10 inh	Mdm2-MdmX inh	UPR XBP1 act	tim23-1 inh	NLRP3 yeast inh	CHOP UPR activ
26) Cc1ccccc1Nc1nc(N)nc(CSc2nc3ccccc3c(=O)n2C)n1
    -3	-8	3	3	32	-4	4	4	7.7
29) COc1ccccc1CNC(=O)COC(=O)c1cc(C)oc1C
    0	-1	-4	3	-14	0	4	29	-1.9

Additional compounds follow:
Values in the order – NR3A LBD binder	tim10-1 inh	APJ ag	TIM10 inh	Mdm2-MdmX inh	UPR XBP1 act	tim23-1 inh	NLRP3 yeast inh	CHOP UPR activ
41) O=C(CSc1nnc(-c2ccncc2)o1)NCc1ccccc1
    2	4	-2	-2	-20	3	15	18	-1.9
42) Cc1ccc(C(=O)NCc2ccc3c(c2)OCO3)cc1
    -2	-2	-1	-19	-7	-2	12	18	2.4
43) COc1cccc(-n2ccnc2SCC(=O)Nc2nccs2)c1
    -1	10	1	3	-12	-3	27	1	5.2
44) CC(Sc1nc(N)cc(N)n1)C(=O)NCC1CCCO1 (stereo not given)
    -2	-10	-3	15	29	2	-5	5	1.7
45) Cc1cc(=O)[nH]c(SCC(=O)Nc2ncc(S(=O)(=O)c3ccc([N+](=O)[O-])cc3)s2)n1
    -3	6	3	11	16	1	12	11	0.4
46) Nc1nc(SCC(=O)NCCN2CCOCC2)nc2sc3c(c12)CCC3
    -1	16	-1	0	-32	1	14	14	1.6
47) COC(=O)C1C(=O)C2=C(CC1C)NC(C)=C(C(=O)OC1CCCCC1)C2c1ccc(N(C)C)cc1 (stereo not given)
    -5	10	3	19	-11	0	18	0	1.7
48) Nn1c(SCc2csc(-c3ccccc3)n2)nnc1-c1cccs1
    -1	25	0	-3	8	4	-4	14	0.9
49) CC(=O)N1CCN(C2=NC(=O)/C(=C/c3ccc(OS(=O)(=O)c4ccccc4)cc3)S2)CC1
    0	17	5	7	34	1	13	11	-1.1
50) COc1ccccc1C(=O)NNC(=O)c1ccc(NC(=O)c2ccccc2)cc1
    -2	-10	0	-3	12	-2	5	24	-2.3
51) CCOc1ccccc1C(=O)n1nc(C)cc1C
    0	3	2	19	34	-1	18	21	-2.1
52) COc1ccc(-c2cc(C(F)(F)F)nc(N3CCCCCC3)n2)cc1
    -1	-28	-6	-7	-9	1	-23	-17	-0.2
53) CCN(CC(=O)Nc1ccc(NC(C)=O)cc1)CC(=O)Nc1cc(C)on1
    0	-11	-4	6	5	-3	-3	3	-0.8
54) CSc1ccccc1NC(=O)c1noc(C)c1[N+](=O)[O-]
    1	-3	2	3	23	-2	-1	18	1.3
55) CCOc1ccc(C(=O)NCC(c2ccco2)N2CCOCC2)cc1 (stereo not given)
    3	2	0	9	18	-2	3	16	-1.3
56) N#CCCN(C(=O)COC(=O)c1ccc2c(c1)OCCO2)c1ccccc1
    0	5	-1	-11	-20	1	10	0	-0.3
57) Cc1cc(C)cc(CC(Cc2nc3ccccc3[nH]2)c2nc3ccccc3[nH]2)c1 (stereo not given)
    -7	-15	1	-24	91*	0	2	15	-2.9
58) COc1ccc(-c2nnc(SCC(=O)NC(C)c3ccccc3)o2)cc1OC (stereo not given)
    -1	16	-4	-7	12	1	14	11	-0.2
59) C=CC[C@@H](CC(=O)OC(C)(C)C)C(=O)OC[C@H]1CCCN1C(=O)[C@@H](CC=C)CC(=O)NCCO
    -1	-2	-1	2	-10	1	8	0	1.3
60) Cc1noc(C)c1COC(=O)C(c1ccccc1)c1ccccc1
    2	-26	-3	-7	6	3	1	-67	-1.2
61) Cc1csc(SCC(=O)Nc2cc(S(=O)(=O)N3CCCC3)ccc2Cl)n1
    2	30	9	27	0	-2	30	5	0.5
62) COc1cccc2cc(-c3cc(=O)oc4ccc(OCC(C)=O)cc34)oc12
    -1	0	11	23	43	-2	21	10	-0.5
63) CCOc1ccc(NC(=S)NC(=O)c2cnn(CC)c2)c([N+](=O)[O-])c1
    6	-3	7	11	20	3	20	28	-0.8
64) O=C(NC1CCCCC1)c1cc(S(=O)(=O)N2CCOCC2)ccc1Cl
    4	9	-4	-8	5	3	7	-1	-0.1
65) Cc1ccc(S(=O)(=O)N2CCN(CC(=O)N/N=C\c3ccc(O)c(O)c3)CC2)cc1
    0	9	-1	9	21	2	17	18	-0.8
66) COc1cccc(N2CCN(C(=O)CC(C)(C)CC3=NS(=O)(=O)c4ccccc4N3)CC2)c1
    -1	7	9	29	-8	-1	12	13	1.7
67) Cc1cc(C)c(NC(=O)CNC(=O)COC(=O)C2=COCCO2)c(C)c1
    0	20	-1	9	6	0	-4	20	2.2
68) CC(=O)c1cccc(N(CC(=O)Nc2ccc(F)cc2)S(C)(=O)=O)c1
    -1	16	-3	-14	-4	1	6	-4	-1.3
69) COc1ccc2[nH]c(=O)c(CN(c3ccc(C)c(C)c3)S(C)(=O)=O)cc2c1
    4	3	-2	-2	-23	-3	17	5	0.2
70) Cc1cc(OC(=O)c2ccccc2Br)c([N+](=O)[O-])c(=O)[nH]1
    -2	2	-2	-8	-10	0	8	17	-1.1

Bioassay records: PubChem, Sanford-Burnham Center for Chemical Genomics

Compounds as they come; any-hit rate near 8.2%.
